Screens from PubChem.
Pin1 inh = inhibitors of human Pin1; Potency, µM (titrated, usually from 115 µM), for inactives: at the highest dose activity, negative = inhibition, actives largely listed as inhibitors; Q13526; Pin1 FP peptide displacement, HiFluor488, 10 min; hit rate 0.009% among 390,000; active = well fitted inhibition curve with a large enough effect in the polarisation, with a control signal flat, not every such curve was filed as active; inconclusive = small, poorly fitted or top-dose-only effect, or effect the other way, or a change in a side signal; inactive = no such curve, though single readings can be large or run the other way; the % refers to the polarisation; note: potency is the fitted concentration of half-maximal effect; % is set by controls: 0 for no effect and ±100 for the full control effect
Target sequence (Q13526 whole entry, looked up): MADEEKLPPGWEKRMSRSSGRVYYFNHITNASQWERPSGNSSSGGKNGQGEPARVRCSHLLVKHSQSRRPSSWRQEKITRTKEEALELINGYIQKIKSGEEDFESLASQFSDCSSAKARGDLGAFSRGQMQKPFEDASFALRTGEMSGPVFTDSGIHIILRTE
USP1-UAF1 inh = blocks the human USP1/UAF1 deubiquitinase complex | recombinant USP1/UAF1, Ub-Rhodamine cleavage fluorescence | Potency, µM (doses to about 57.1 µM), for the others: at the highest dose activity change, negative = inhibition, usual class: inhibitors | hit rate 0.23% among 390,000 | AID 743255; note: potency is the fitted concentration of half-maximal effect; % is set by controls: 0 for no effect and ±100 for the full control effect; nearly all actives have a fitted effect of over 60% in size; inactives centre near -12
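Step one: compound is pinned into 1nM USP1/UAF1 in HEPES pH 7.8 buffer with TCEP. Step two: 15 min room-temperature incubation. Step three: Ub-Rho (150nM final) starts cleavage, tracked by fluorescence over six one-minute reads.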
TRHR enhancer = allosteric enhancers of human TRH receptor. hit rate 0.66% among 360,000. enhancement, % at 2 µM. P34981. TRHR cells, fluo-8 calcium fluorescence, EC20 TRH enhancement; in the data active = enhancement above about 30%; note: 0% is about no effect
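Enhancer read-out: after compound pinning and an initial kinetic agonist-mode read, an EC20 of TRH (10 nM final) was injected and fluo-8 calcium signal (Ex 480/Em 530) followed at 1 s/cycle for 100 cycles in TRHR-expressing cells.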
D2 agonist = D2 dopamine receptor (human) agonism; P14416; hit rate 0.53% among 340,000; activation, % at 2 µM; HEK293 T-REx D2 cells, calcium flux agonist mode;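 active = activation over 3 SD above normal in the single-dose calcium agonist read, cut at about 30% in these data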; note: 0% is about no effect
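Tetracycline-induced HEK293 T-REx cells with force-coupled D2 receptor, plated overnight at 30 C, loaded with no-wash calcium dye. After a 10 s baseline, compound was pin-added and calcium flux read kinetically for 180 s; calcium rises flagged agonists.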
D2 antagonist = antagonists of human D2 dopamine receptor. AID 485344. P14416. hit rate 2% among 340,000. HEK293 TREx D2 cells, calcium flux, dopamine EC80. inhibition, % at 10 µM; in the data active = inhibition above about 30%; note: 0% is about no effect
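Tetracycline-induced HEK293 TREx cells expressing D2 receptor forced-coupled to calcium signalling, loaded with no-wash calcium dye. Compounds added and calcium flux read 180 s, then dopamine added at EC80 and read a further 180 s.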
rTrxR1 inhibitor = blocks rat thioredoxin reductase 1; O89049; recombinant rTrxR1, NADPH fluorescence consumption, selenite substrate; Potency, µM (top dose mostly 114 µM), for the others: top-dose activity change, negative = inhibition, most hits filed as inhibitors; hit rate 1% among 390,000; note: potency is the fitted concentration of half-maximal effect; % is set by controls: 0 for no effect and ±100 for the full control effect; nearly all actives have a fitted effect of over 65% in size
Target sequence (O89049 whole entry, looked up): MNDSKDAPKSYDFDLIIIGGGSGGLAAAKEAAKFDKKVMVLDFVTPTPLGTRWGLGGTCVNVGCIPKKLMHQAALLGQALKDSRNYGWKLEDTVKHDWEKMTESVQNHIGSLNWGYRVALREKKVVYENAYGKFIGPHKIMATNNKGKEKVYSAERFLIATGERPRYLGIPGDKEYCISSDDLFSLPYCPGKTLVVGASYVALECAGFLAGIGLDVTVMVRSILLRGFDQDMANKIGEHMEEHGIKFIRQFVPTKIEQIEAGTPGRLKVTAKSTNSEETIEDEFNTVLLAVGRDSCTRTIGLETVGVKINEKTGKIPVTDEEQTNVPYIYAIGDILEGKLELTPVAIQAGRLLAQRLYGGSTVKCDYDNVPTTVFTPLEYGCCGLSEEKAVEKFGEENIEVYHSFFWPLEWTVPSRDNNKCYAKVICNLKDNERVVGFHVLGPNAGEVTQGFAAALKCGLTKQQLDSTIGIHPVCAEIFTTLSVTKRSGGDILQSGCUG
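Rat TrxR1 (90 nM in the dispensed reagent) was pre-reduced with 400 uM NADPH for 5 min at room temperature, then incubated with compound for 15 min. After 400 uM selenite was added, NADPH fluorescence (Ex 340/Em 450 nm) was followed for 8 min.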
TrxR1 substrate = substrates of rat thioredoxin reductase 1 | O89049 | purified TrxR1 substrate turnover, NADPH consumption readout | Potency, µM (doses to about 114 µM), for the others: at the top dose activity change, negative = substrate turnover | hit rate 0.01% among 390,000 | AID 588456; note: potency is the fitted concentration of half-maximal effect; % is set by controls: 0 for no effect and ±100 for the full control effect; nearly all actives have a fitted effect of over 50% in size
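Rat TrxR1, dispensed at 90 nM, was prereduced with 400 uM NADPH (final) for 5 min at ~22 deg C, then incubated with compound 15 min before 400 uM selenite. A first-read NADPH fluorescence drop versus no-compound background flagged substrates.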
mIDH1 inhibitor = blocks human mutant IDH1 R132H enzyme; O75874; IDH1-R132H enzyme, NADPH consumption, diaphorase/resazurin fluorescence; Potency, µM (titrated, usually from 76.6 µM), for inactives: at the top dose activity change, negative = inhibition, most hits filed as inhibitors; hit rate 0.093% among 390,000; AID 602179; note: potency is the fitted concentration of half-maximal effect; % is set by controls: 0 for no effect and ±100 for the full control effect; nearly all actives have a fitted effect of over 65% in size
Target sequence (O75874 whole entry R132H, stated change not applied): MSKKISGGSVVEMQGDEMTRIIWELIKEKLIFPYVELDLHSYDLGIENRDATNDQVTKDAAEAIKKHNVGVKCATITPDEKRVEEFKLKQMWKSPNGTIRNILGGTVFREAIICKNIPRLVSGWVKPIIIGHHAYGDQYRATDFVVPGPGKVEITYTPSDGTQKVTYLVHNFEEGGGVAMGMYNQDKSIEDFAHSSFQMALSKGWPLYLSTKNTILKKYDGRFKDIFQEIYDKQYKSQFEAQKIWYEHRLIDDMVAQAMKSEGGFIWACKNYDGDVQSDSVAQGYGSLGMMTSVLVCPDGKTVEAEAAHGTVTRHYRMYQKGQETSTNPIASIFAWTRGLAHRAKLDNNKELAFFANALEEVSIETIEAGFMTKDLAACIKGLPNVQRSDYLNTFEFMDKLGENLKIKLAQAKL
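IDH1-R132H (0.5 ug/mL dispensed) in pH 7.5 Tris buffer was preincubated 30 min with compound, then given a substrate mix of 0.016 mM NADPH and 2 mM alpha-KG for 80 min at room temperature; remaining NADPH was read by diaphorase/resazurin fluorescence.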
TRHR agonist = activates the human TRH receptor; P34981; TRHR cells, calcium flux fluo-8, FDSS agonist mode; activation, % at 2 µM; hit rate 0.18% among 360,000; in the data active = activation above about 30%; note: 0% is about no effect
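Fluo-8-loaded TRHR cells; 10 s baseline, compound added, kinetic Ca2+ fluorescence read 1/s, agonist mode.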
* hit, by the source's call; ? = inconclusive; . = no result given; & = joins results of further samples; [ ] = remark or other dose. Unless noted, calls come from the whole dose curve; as a rule, active = well fitted inhibition curve with a large enough effect; inconclusive = small, poorly fitted or top-dose-only effect; inactive = no such curve, though single readings can be large or run the other way.

SMILES | Pin1 inh | USP1-UAF1 inh | TRHR enhancer | D2 agonist | D2 antagonist | rTrxR1 inhibitor | TrxR1 substrate | mIDH1 inhibitor | TRHR agonist
O=C(Nc1ccc(CN2CCOCC2)cc1)c1cccc(F)c1 | 10% | -8% | -1 | . | . | 23% | 13% | 12% | 1.1
CC(C)[C@H]1CN=C2N(C[C@H](C)NC(=O)CCC3CCCCC3)[C@H](Cc3ccc(O)cc3)CN21 | -9% | -10% | -3 | -0.3 | 77* | -14% | 4% | -3% | -0.2
O=C(CN1C(=O)NC2(CCCC2)C1=O)NCC1CCCO1 (stereo not drawn) | -6% | -4% | 0 | 0.6 | -21 | 4% | 3% | 0% | -0.1
O=C(NC(O)C(=O)c1ccc(F)cc1)c1ccc(F)cc1 (stereo not drawn) | -2% | -21% | -9 | . | . | 21% | 2% | -6% | -0.1
CCOC(=O)C1CCCN(S(=O)(=O)c2ccc3[nH]c(=O)ccc3c2)C1 (stereo not drawn) | 1% | -20% | 15 | 1.1 | . | 21%[57.1 µM] | 8%[57.1 µM] | 6% | -0.2
Cc1cccc(NC(=O)N2CCC(NC(=O)c3ccco3)CC2)c1 | 1% | -1% | 8 | -3.4 | 5 | 3%[57.1 µM] | -4% | -6% | -2.2
C[C@H](NC(=O)C1CC(=O)N(c2ccc3c(c2)OCO3)C1)C(=O)NC1CCCCC1 (stereo partly drawn) | 0% | -12% | 7 | 0.3 | -1 | 12%[57.1 µM] | 2%[57.1 µM] | 0% | -0.3
CCCCNc1nc(-c2ccccc2)nc(-n2ccnc2)n1 | 0% | -11% | -3 | -2.0 | 23 | 11%[57.1 µM] | 9%[57.1 µM] | -6% | -1.8
CCN1CCN(C(=S)Nc2ccc3nc(N4CCN(CC)CC4)cc(C)c3c2)CC1 | 3% | -4% | -7 | 0.6 | 0 | 1% | 8% | 10% | 0.9
CCc1cc(C(=O)N2CCN(C(=O)c3ccccc3)CC2)sc1C | 2% | ? | -7 | -0.6 | -14 | -9% | -8% | 1% | 0.7
CSC1=NCCN1C(=O)Cc1ccc(F)cc1 | -8% | -24% | 4 | -0.4 | -9 | 20% | 2% | 10% | 0.1
CCN(CC)CCNc1ncnc2c1sc1nc(N3CCOCC3)c3c(c12)CC(C)(C)SC3 | -3% | -14% | 1 | -0.6 | 8 | -13% | -7% | 4% | 0.7
CCOc1ccc(-n2cc(C(=O)N3CCCCCC3)c3cc(OC)c(OC)cc3c2=O)cc1 | -1% | -4% | -2 | 0.4 | 6 | 1% | 4% | 10% | 0.2
[O-]C(=C(C(=S)Nc1cccc2ccccc12)[n+]1cccc(CO)c1)c1ccc(Cl)s1 | 3% | -14% | . | . | . | -6%[11.4 µM] | 4%[57.1 µM] | 7% | .
COc1ccc(NC(=O)CN(C)S(=O)(=O)c2ccc3nc(C)sc3c2)cc1 | 1% | -6% | 0 | -0.2 | . | 4%[57.1 µM] | -2%[57.1 µM] | 0% | 0.3
CSCCCNC(=S)N(C)CC(=O)Nc1ccc(C)cc1 | 0% | -12% | 14 | 0.7 | -1 | 14% | -3% | 11% | -1.4
Cc1ccc(C(=O)Nc2cccc(C(F)(F)F)c2)cc1NC(=O)c1nccnc1N | 4% | -31%&-28% | 8 | -0.3 | -35 | 11%[57.1 µM] | 15% | -2%&6% | -0.3
CC1=NOC(=O)/C1=C/c1ccc(N(C)C)cc1 | ? | -11% | -2 | 1.8 | 0 | -16% | -7% | 8% | 9.6
CCC(C)S(=O)(=O)c1oc(-c2cccs2)nc1S(=O)(=O)c1ccccc1 (stereo not drawn) | 8% | ? | 4 | 9.7 | . | 0.71µM* | 16% | 8% | 1.7
CCCCNC(=O)c1ccccc1Cl | ? | -13% | -3 | 0.8 | -4 | 5% | -3% | 0% | 1.0

Some of the entries above in a different format:
Values in the order – Pin1 inh | USP1-UAF1 inh | TRHR enhancer | D2 agonist | D2 antagonist | rTrxR1 inhibitor | TrxR1 substrate | mIDH1 inhibitor | TRHR agonist
COc1ccc(NC(=O)CN(C)S(=O)(=O)c2ccc3nc(C)sc3c2)cc1
  1% | -6% | 0 | -0.2 | . | 4%[57.1 µM] | -2%[57.1 µM] | 0% | 0.3
CSCCCNC(=S)N(C)CC(=O)Nc1ccc(C)cc1
  0% | -12% | 14 | 0.7 | -1 | 14% | -3% | 11% | -1.4

The listing continues.
SMILES | Pin1 inh | USP1-UAF1 inh | TRHR enhancer | D2 agonist | D2 antagonist | rTrxR1 inhibitor | TrxR1 substrate | mIDH1 inhibitor | TRHR agonist
COc1ccc(N2C(=O)C(=O)/C(=C(/O)c3ccc(C)cc3)C2c2cccnc2)cc1 (stereo not drawn) | 6% | -12% | -1 | . | . | ? | -12% | 1% | 1.5
CCCNC(=O)C(Cc1ccc(C(F)(F)F)cc1)NC(=O)c1ccc2ccccc2n1 (stereo not drawn) | -2% | -32% | 1 | 0.5 | 4 | 26% | 7% | 7% | 0.4
CC(C)Cc1ccc(C2=CSC3=NCCN23)cc1 | -4% | -10% | . | . | . | 19%[57.1 µM] | 3% | 11% | .
Nc1nnc(/C=C/c2cccc([N+](=O)[O-])c2)s1 | -2% | -3% | 8 | -0.9 | -5 | 26% | 0% | -1% | -3.4
Cc1ccc(N/N=C2\COC(C)(C)CC2=O)cc1 | 0% | -16% | 10 | -0.2 | -12 | 9% | 14% | 4% | -0.2
CN1CCN(NC(=O)c2cccc3ccccc23)CC1 | -2% | 2% | -2 | -1.8 | 21 | -10%[57.1 µM] | 1%[57.1 µM] | 2% | 0.7
Cn1c(=O)n(C)c(=O)n(CC(=O)N2CCCCC2)c1=O | -9% | -4% | 19 | 0.1 | 6 | 6% | -1% | 3% | 1.3
CC(Nc1nc(-c2ccc(Cl)cc2)cs1)c1nc2cc(Cl)c(N3CCCCC3)cc2n1CCOCCO (stereo not drawn) | ? | 16% | . | . | . | 5%[57.1 µM] | 0%[57.1 µM] | -8% | .
CCC(=O)c1ccc(OCC(=O)NC2(C#N)CCCCC2)cc1 | -1% | -11% | 0 | -0.2 | 5 | 36%[activator][57.1 µM] | -4%[57.1 µM] | 10% | 0.4
CCN(C(=O)COc1cccc(-n2cnnn2)c1)C1CCS(=O)(=O)C1 (stereo not drawn) | -3% | -25% | . | . | . | 14% | 7% | 3% | .
Cc1cc(=O)oc2cc(O[C@@H]3O[C@H](CO)[C@@H](O)[C@H](O)[C@H]3O)ccc12 | -12% | -18% | 1 | -0.2 | 9 | 6% | 6% | 4% | 0.0
Cc1ccc2[nH]c(=O)c3cc(C(=O)NCCC(C)C)sc3c2c1 | -2% | -26% | 1 | -0.9 | 14 | 36% | 23% | -9% | 0.5
CCN1CCCC1CN(Cc1cc2ccc(C)cc2[nH]c1=O)C(=S)Nc1ccc(F)cc1 (stereo not drawn) | -3% | -9% | 9 | 0.8 | -9 | -15% | -10% | -2% | 0.1
COc1ccc(N2CCN(C(=O)CCC(=O)N3CCOc4ccc(C)cc43)CC2)cc1 | 1% | -9% | -4 | 22 | -8 | 11%[57.1 µM] | 11%[57.1 µM] | 20% | -0.8
CON(C)C(=O)c1ccccc1N(C)C(=O)OC(C)(C)C | 1% | 16% | . | . | . | -12% | -14% | -2% | .
CCOC(=O)/C=C/S(=O)(=O)c1ccc(NC(C)=O)cc1 | -6% | -12% | -2 | 0.6 | -2 | ? | -4% | 1% | 0.1
OC(c1nc2ccccc2[nH]1)C(O)C(O)C(O)c1nc2ccccc2[nH]1 (stereo not drawn) | -2% | -17% | 1 | 0.4 | -1 | 9%[57.1 µM] | -7%[57.1 µM] | 3% | 0.2
CC[n+]1ccc(/C=C2\Sc3ccccc3N2CCCS(=O)(=O)[O-])c2ccccc21 | 34%[activator] | -10% | 15 | 1.5 | -13 | 19%[57.1 µM] | 8%[57.1 µM] | 4% | 0.6
C=C1SC(Nc2c(C)cccc2C)=NC12CCCCC2 | 20% | ? | -4 | 0.2 | -19 | 13%[57.1 µM] | 2%[57.1 µM] | 1% | -0.1
O=C(O)c1ccc2c(c1)N(Cc1ccc(F)cc1)C(=O)c1ccccc1S2 | -1% | -26% | -4 | 0.5 | 3 | 14% | 0% | -7% | 0.1
CCOC(=O)CN1C(=O)N[C@@H](c2ccco2)C(C(=O)OC)=C1C | -2% | 14% | . | . | . | -4%[57.1 µM] | 8%[57.1 µM] | -8% | .
Cc1nn(CC(=O)NCC(C)c2ccccc2)c(=O)c2cc(-c3ccccc3)nn12 (stereo not drawn) | 1% | -16% | -2 | -1.0 | -11 | 25% | -2% | -17% | -0.4
CCN(C(=O)c1nn(C)c2c1CSc1ccccc1-2)c1cccc(C)c1 | -13% | -9% | 6 | -1.6 | . | 9% | -1% | 16% | -0.7
CCOC(=O)c1cccc(NC(=O)c2cc3sccc3n2C)c1 | 5% | -25% | 2 | 0.9 | -18 | 15% | 8% | 10% | -0.9
Cc1ccc2cccc(Oc3nnnn3-c3ccccc3)c2n1 | -4% | -20% | -5 | -0.7 | 11 | 9%[57.1 µM] | 10%[57.1 µM] | 10% | -1.7
O=C(COc1cccc(NC(=O)c2ccco2)c1)c1ccccc1 | 8% | -20% | 11 | . | . | 8% | 3% | 3% | -0.6
CCOc1c2ccc(C(=O)NCCCCc3ccccc3)cc2nn1C | 4% | -27% | -7 | 0.4 | -5 | 6% | 55%[activator] | 19% | -0.4
CN1CCN(CCNC(=O)Nc2ccccc2C(F)(F)F)CC1 | -4% | 0% | -5 | 1.1 | 4 | 19%[57.1 µM] | 14%[57.1 µM] | 3% | 0.3
COc1cc(C(=O)Oc2ccc(Br)cc2C(=S)N2CCOCC2)cc(OC)c1OC | 9% | -13% | 1 | -1.7 | -6 | 5%[57.1 µM] | 6%[57.1 µM] | -2% | -0.3
C[C@H](CO)N1C[C@H](C)[C@@H](CN(C)C(=O)Nc2ccc3c(c2)OCO3)Oc2ccc(NS(=O)(=O)c3ccccc3)cc2C1=O | -14% | 18% | . | . | . | ? | -6% | 4% | .
N#C/C(C(=O)NCc1ccccc1)=C1/N=C(NC(=O)c2ccco2)c2ccccc21 | 3% | -16% | -10 | 2.3 | -6 | -2% | 3% | 0% | 2.3

This is a subset; the hit share may differ from the screen's.
